Assay outcomes deposited in PubChem by several laboratories.
Hck Nef HTS = inhibitors of Nef-activated human Hck kinase, primary screen, biochemical, Z-Lyte FRET, 384-well, Hck-YEEI. Tyrosine-protein kinase HCK (Homo sapiens), P08631. Recombinant Hck-YEEI plus Nef, Z-Lyte FRET kinase assay. inhibition, % at 20 µM. actives 0.68% (n = 220,000);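 active means Hck-Nef kinase inhibition above about 50%, limit read from the data; inactive means inhibition below that limit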;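 further: 0% = DMSO with Hck plus Nef and 100% = Hck alone without Nef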
Cl transport mod = KCC2 cotransporter modulators, thallium flux, primary screen, cell-based, HEK293 KCC2, FluoZin-2 fluorescence, MLSMR; actives 2.2% (n = 190,000); AID 1456, 2008; Solute carrier family 12 member 5 (Homo sapiens), Q9H2X9; KCC2 cells, thallium flux FluoZin-2 fluorescence; B-score of Tl+ flux slope (higher = more flux/activation; lower = inhibition) at 10 µM;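 active means thallium flux slope and its plate-corrected score both differing from the plate sample mean at a set confidence after two filtering rounds, in either direction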;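 further: slope of fluorescence scaled to starting intensity during 10 to 20 s after thallium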
thrombin 1536 = human alpha-thrombin inhibitors, primary screen, counter-screen for coagulation protease inhibitor project, biochemical, 1536-well, fluorogenic AMC substrate. Prothrombin (Homo sapiens), P00734. Boc-VPR-AMC fluorogenic substrate cleavage. inhibition, % at 5 µM. actives 0.26% (n = 220,000). AID 1046, 2008;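 active means inhibition at or above 40%; inactive means inhibition below 40%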;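 further: 0% = enzyme with no compound and 100% = wells without enzyme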
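Material: human alpha-thrombin protein; Also added: Boc-VPR-AMC substrate, 15 µM final; Timing: enzyme reaction carried out at room temperature; Signal: fluorescence, ex 355 nm, em 460 nm; Measure: % inhibition of thrombin; Controls: enzyme without compound as high, wells lacking enzyme as low.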
TNF death inh = inhibitors of TNF-alpha triggered necroptosis, primary screen, cell-based, Jurkat FADD-/-, single concentration; activation (protection from cell death), % at 10 µM; actives 0.068% (n = 220,000); AID 463075, 2010; Jurkat FADD-/- TNF necroptosis rescue, ATP luminescence, 24 h; 0 = TNF only, 100 = no-TNF cells;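 active means activation, meaning protection from cell death, of at least 50% relative to plate controls; inactive means activation below 50%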;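 further: necroptosis triggered by 40 ng/mL TNF-alpha added together with compound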
FXIIa inh = human FXIIa protease inhibitors, primary screen, biochemical, 1536-well. purified FXIIa, Boc-QGR-AMC fluorogenic substrate, 2 h. inhibition, % at 5 µM. actives 0.3% (n = 220,000); in the data active means inhibition above about 40%;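 further: 0% = enzyme with no compound and 100% = blank without enzyme; many of its hits are not listed in these tables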
L929 necroptosis = inhibitors of zVAD-triggered necroptosis, primary screen, L929 cells; L929 zVAD necroptosis rescue, ATP luminescence, 24 h; with zVAD 60 µM; viability rescue, % at 10 µM; actives 0.38% (n = 220,000); AID 1377, 2008;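 active means activation, scaled between plate controls, above about 75%, limit read from the data; inactive means activation under that limit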;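 further: 0% = zVAD with DMSO and 100% = DMSO alone without zVAD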
Rad51 HR inh = human RAD51 strand exchange inhibitors, primary screen, biochemical, fluorescence; hRad51 DNA strand exchange, fluorescence dequenching; AID 1385, 2008; DNA repair protein RAD51 homolog 1 (Homo sapiens), Q06609; actives 0.085% (n = 200,000); inhibition, % at 10 µM;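 active means inhibition above 40% at the single screening dose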;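 further: 0% = DMSO control wells and 100% = blanks with heterologous ssDNA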
Target sequence (Q06609 whole entry, looked up): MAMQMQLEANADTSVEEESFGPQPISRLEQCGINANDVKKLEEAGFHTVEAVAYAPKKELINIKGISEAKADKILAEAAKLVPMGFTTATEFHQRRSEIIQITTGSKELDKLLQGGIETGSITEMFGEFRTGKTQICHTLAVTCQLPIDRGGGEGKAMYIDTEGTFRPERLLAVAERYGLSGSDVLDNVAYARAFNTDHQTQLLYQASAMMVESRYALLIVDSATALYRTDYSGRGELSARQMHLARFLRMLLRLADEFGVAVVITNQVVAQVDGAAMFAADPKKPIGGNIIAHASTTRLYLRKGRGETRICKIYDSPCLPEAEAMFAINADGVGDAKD
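Test system: preformed human Rad51 ssDNA filaments. Compound dosing: single dose, 10 µM final compound. Incubation: filaments 15 min 37 °C, then compound 30 min. Technique: FRET fluorescence dequenching, excitation 485 nm, emission 520 nm. Read-out basis: percent inhibition from fluorescence, normalised to plate control and blank means. Benchmarks: plate controls and plate blanks.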
KLK5 inh = human KLK5 protease inhibitors, primary screen, biochemical, 1536-well | actives 0.59% (n = 210,000) | inhibition, % at 5 µM | recombinant hK5, fluorogenic AMC substrate cleavage | Kallikrein-5 (Homo sapiens), Q9Y337;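 active means inhibition of 40% or more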;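 further: 0% = enzyme controls without compound and 100% = no-enzyme blanks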
FXIa inh 1536 = human FXIa protease inhibitors, primary screen, biochemical, 1536-well. Coagulation factor XI (Homo sapiens), P03951. purified FXIa, Boc-Glu-Ala-Arg-AMC fluorogenic substrate. inhibition, % at 5 µM. actives 0.14% (n = 220,000). AID 798, 2007;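 active means inhibition of at least 40%; inactive means inhibition below 40%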;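 further: fluorescence of freed AMC excited at 355 nm; 0% = enzyme without compound and 100% = no enzyme blank; many of its hits are not listed in these tables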
Target sequence (P03951 19-387 limits assumed): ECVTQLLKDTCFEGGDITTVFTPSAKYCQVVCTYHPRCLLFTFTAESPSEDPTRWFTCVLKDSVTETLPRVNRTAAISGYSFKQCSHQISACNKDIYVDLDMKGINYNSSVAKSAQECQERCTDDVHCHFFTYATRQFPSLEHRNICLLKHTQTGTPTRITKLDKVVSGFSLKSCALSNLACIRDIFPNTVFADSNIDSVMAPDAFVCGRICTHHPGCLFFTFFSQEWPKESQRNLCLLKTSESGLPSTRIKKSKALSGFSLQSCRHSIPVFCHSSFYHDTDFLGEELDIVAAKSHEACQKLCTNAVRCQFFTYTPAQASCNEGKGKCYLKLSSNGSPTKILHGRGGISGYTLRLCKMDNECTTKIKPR
Target sequence (P03951 388-625 limits assumed): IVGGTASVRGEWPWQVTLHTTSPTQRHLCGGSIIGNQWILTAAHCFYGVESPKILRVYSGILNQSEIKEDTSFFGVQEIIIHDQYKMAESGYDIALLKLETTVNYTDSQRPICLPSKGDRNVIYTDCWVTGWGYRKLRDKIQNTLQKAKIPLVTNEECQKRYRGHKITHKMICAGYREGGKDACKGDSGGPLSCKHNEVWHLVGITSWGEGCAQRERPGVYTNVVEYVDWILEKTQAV
* = called active by the depositor; · = no result given. Some of the compounds tested. The share of hits here may be higher or lower than overall.

Screens in order: Cl transport mod	thrombin 1536	TNF death inh	L929 necroptosis	Hck Nef HTS	Rad51 HR inh	FXIIa inh	KLK5 inh	FXIa inh 1536
- CCCSc1nsc(NC(=O)CCC)n1
    0.68	-9	-1.3	-0.7	8	-15	4	-2	-4
- Cc1cc(C)c2ccc(C)[n+]([O-])c2c1O
    0.48	-3	-2.4	-0.8	11	0	14	-6	4
- O=C1COc2ccc(C(=O)CSc3nc4ccccc4c(=O)n3-c3ccc(Cl)c(Cl)c3)cc2N1
    2.5*	-3	-0.6	-1.5	64*	0	5	12	-3
- CC(C)(C)C1CCc2c(C(=O)NNC(=O)/C=C/C(=O)O)csc2C1 (stereo not drawn)
    -0.012	-10	1.8	3.0	3	10	7	-10	-7
- CCOC(=O)c1cnn(-c2ccc(C(F)(F)F)cn2)c1N
    ·	-1	-0.5	0.9	-19	-3	2	-2	-4
- Cc1ccccc1C(=O)OCCN1CCOCC1
    -0.76	0	0.4	-0.2	2	·	13	-1	6
- Cc1csc(NC(=O)CSc2nnc(-c3ccc(S(=O)(=O)N4CCCC4)cc3)o2)n1
    0.02	-2	1.6	0.0	3	-4	3	-19	-7
- O=C(Nc1c(-c2cccs2)nc2ccccn12)c1ccccc1F
    -0.051	-1	-0.9	0.2	-5	5	11	-5	-7
- CCc1ccccc1NC(=S)N(CCN(C)C)C(C)c1ccccn1 (stereo not drawn)
    0.32	-2	-0.3	0.8	0	-9	8	-25	2
- CCOc1ccc(S(=O)(=O)Nc2ccc3c(c2)OCO3)c2cccnc12
    0.55	4	0.0	1.9	7	2	19	-11	19
- Cc1ccc(S(=O)(=O)N(CC(=O)NCc2cccnc2)C2CCCCC2)cc1
    0.069	1	-0.4	-0.9	3	·	10	·	2
- O=C(CCc1ccccc1)c1nnc(-c2ccccc2)o1
    -0.92	0	0.1	0.9	25	7	6	1	-1
- Nc1ccc(Nc2ccccc2)c(S(=O)(=O)O)c1
    -0.059	-6	-1.1	1.1	43	-10	3	-15	3
- COc1ccc2nc3cccc(OC)c3nc2c1
    -0.81	-3	-0.7	1.1	3	-7	3	5	0
- CCC(=O)Nc1ccc(-c2csc(C)n2)cc1
    0.026	-7	-0.4	1.5	5	18	6	-15	5
- CCCCCCCNc1cccc(C)c1
    -0.64	-2	-0.5	-0.1	18	7	8	2	-1
- C=C(C)COc1ccc(-c2n[nH]c(C)c2-c2ccccc2)c(O)c1
    -0.0069	3	-1.6	0.9	0	0	17	-4	-4
- COc1ccc(CNC(=O)NCc2ccc(OC)c(OC)c2)cc1OC
    -0.47	20	-1.7	-0.2	0	-2	9	31	5
- c1ccc2c(c1)CCCN2c1nc(N2CCOCC2)nc(N2CCOCC2)n1
    ·	-4	-1.0	12	30	9	7	1	3
- COc1ccc(N2C(=O)C(CC(=O)Nc3ccc(F)cc3)N(CCc3cccs3)C2=O)cc1 (stereo not drawn)
    -0.85	-3	1.4	0.3	3	-6	3	-24	5
- NC(=S)Nc1cccc2cn[nH]c12
    -1	-4	0.5	1.7	-14	-2	4	0	0
- COc1ccc(CCNC(=O)c2cccnc2SC)cc1
    0.14	6	1.3	0.5	13	1	2	-2	-7
- COc1cccc(C2C(C#N)=C(N)N(c3ncn[nH]3)C3=C2C(=O)CCC3)c1 (stereo not drawn)
    1.2	-1	2.0	1.2	2	1	13	-12	9
- CC1C(C#N)=C(N)OC2=C1C(=O)CC(c1ccccc1)C2 (stereo not drawn)
    ·	1	0.5	-0.1	0	·	9	2	7
- Cc1ccc(-c2csc(C3=C(O)CN(NC(=O)c4ccc([N+](=O)[O-])cc4)C3=N)n2)cc1
    0.97	2	-1.4	0.1	1	3	5	-7	-1
- COc1cc2cc(CN(CCN3CCCC3)C(=O)Nc3ccc(F)cc3)c(=O)[nH]c2cc1OC
    0.31	3	2.2	0.9	0	·	19	-23	6
- Cn1c(SCC(=O)NC(c2ccccc2)c2ccccc2)nnc1-c1cccs1
    ·	-7	-3.7	-0.3	1	-7	-24	-1	-15
- CCCCc1c(C)nc(N2CCCC2)[nH]c1=O
    -0.75	-3	1.3	1.3	2	-19	2	5	6
- O=C(NC1CCc2ccccc21)C12CN(Cc3ccccc3)CC1C(c1cccc([N+](=O)[O-])c1)=NO2 (stereo not drawn)
    -0.12	-8	-0.3	0.3	0	-3	8	-11	6
- C/C(=N\NC(=O)c1c(Cl)c(C)nn1C)c1cccc(NC(=O)COc2ccc(Cl)cc2)c1
    1.2	2	0.5	0.8	3	-14	10	-5	-3

Brought forward from above: five entries, followed by the next part.
Screens in order: Cl transport mod	thrombin 1536	TNF death inh	L929 necroptosis	Hck Nef HTS	Rad51 HR inh	FXIIa inh	KLK5 inh	FXIa inh 1536
- COc1cc2cc(CN(CCN3CCCC3)C(=O)Nc3ccc(F)cc3)c(=O)[nH]c2cc1OC
    0.31	3	2.2	0.9	0	·	19	-23	6
- Cn1c(SCC(=O)NC(c2ccccc2)c2ccccc2)nnc1-c1cccs1
    ·	-7	-3.7	-0.3	1	-7	-24	-1	-15
- CCCCc1c(C)nc(N2CCCC2)[nH]c1=O
    -0.75	-3	1.3	1.3	2	-19	2	5	6
- O=C(NC1CCc2ccccc21)C12CN(Cc3ccccc3)CC1C(c1cccc([N+](=O)[O-])c1)=NO2 (stereo not drawn)
    -0.12	-8	-0.3	0.3	0	-3	8	-11	6
- C/C(=N\NC(=O)c1c(Cl)c(C)nn1C)c1cccc(NC(=O)COc2ccc(Cl)cc2)c1
    1.2	2	0.5	0.8	3	-14	10	-5	-3
- Cc1ccc(Cl)cc1N1CCN(C(=O)C2(S(=O)(=O)c3ccc(Cl)cc3)CC2)CC1
    0.33	0	0.2	0.2	-24	4	-2	-11	-7
- Cn1c(SCc2nn[nH]n2)nc2c1c(=O)n(Cc1ccccc1Cl)c(=O)n2C
    0.0035	0	-1.0	0.0	1	0	7	-28	-16
- CCc1c(C)nc2c(Br)cccc2c1SCCC#N
    -1.4	-8	1.1	-0.3	2	8	3	-8	-11
- CC1(C)CC(=O)C2=C(C1)N(c1ccc(F)cc1)C(=O)C2(O)C(F)(F)F (stereo not drawn)
    ·	4	-1.3	0.0	0	·	7	-8	3
- Cc1cc(C(F)F)nn1CC(=O)Nc1cc([N+](=O)[O-])ccc1F
    ·	-2	1.7	0.7	48	4	15	-17	6
- CC1(C)Cc2c(sc3nc(-c4ccccc4)n(N)c(=O)c23)CO1
    -0.048	3	0.5	0.1	0	8	15	-15	7
- O=C(CSc1ccccn1)C12CC3CC(CC(C3)C1)C2
    0.14	0	-1.1	2.8	9	-6	10	1	-1
- Cc1cc(NC(=O)CSc2nnc(COc3cccc(C)c3C)n2C)no1
    -0.071	-21	1.1	0.0	2	-13	-4	3	3
- COc1ccc2c(c1OC)C(=O)N1c3ccccc3SC21 (stereo not drawn)
    0.35	1	-0.6	-0.1	14	0	14	3	4
- CC(=O)/C(=N/Nc1ccccc1)Sc1nnc(CCc2ccccc2)n1-c1ccccc1
    0.19	-3	1.9	0.5	1	11	11	-7	1
- Cc1cc(C)n(-c2nc3ccccc3n3cnnc23)n1
    -0.41	3	-2.9	-0.1	-1	2	11	-6	6
- COc1cc(/C=C2\NC(=S)N(C)C2=O)ccc1O
    -1.2	-2	0.1	40	-21	-18	·	1	0
- CCOc1ccc(C(=O)NC(=S)Nc2ccc(NC(=O)c3ccco3)c(C)c2)cc1[N+](=O)[O-]
    0.16	12	0.3	0.1	1	5	-1	-1	9
- CCOc1ccc(/C=C/C(=O)Nc2ccccc2C(F)(F)F)cc1
    1.4	1	2.0	0.4	4	7	11	-16	9
- CC(C)(C)OC(=O)NCCCC[C@@H](C(=O)N1CCN(C(=O)OC(C)(C)C)CC1)n1cc(CCC(=O)O)nn1
    1.2	-4	0.7	0.8	-9	7	3	-4	-4
- CN(C(=O)COC(=O)c1ccc(S(=O)(=O)N2CCCC2)cc1)c1ccccc1
    -0.17	-8	0.1	2.7	1	-9	11	-2	-3
- CC1(C)CC(=O)C(C=Nc2ccccc2C(=O)O)=C(O)C1
    1.1	0	-0.3	-0.1	0	-8	13	12	1
- CCc1ccc(N(C(=O)CNC(=O)c2cccs2)C(C(=O)NC(C)(C)C)c2cc(OC)c(OC)c(OC)c2)cc1 (stereo not drawn)
    ·	2	-5.3	-0.3	3	1	15	-7	1
- N=c1sccn1CC(=O)Nc1cc(Cl)ccc1Oc1ccccc1
    -0.28	1	-0.9	0.1	5	7	9	3	-2
- COc1ccc(C(=O)Nn2c(SCC(=O)NC3CCCC3)nc3ccccc3c2=O)cc1
    -0.22	-24	0.8	0.5	0	7	-5	0	4
- CC(=O)Nc1cccc(NC(=O)c2cc(Cl)ccc2Cl)c1
    -0.088	-2	-0.4	-0.2	-19	-6	1	-13	-8
- O=C1OC2(CCCCC2)OC(=O)C1=CNc1ccc2c(c1)OCO2
    -0.49	3	-3.0	-0.3	0	-1	20	2	8
- O=C(c1ccccc1SCc1ccccc1)N1CCOCC1
    -1.9	-6	0.2	-0.3	6	·	5	·	-4
- Cc1cc(C)cc(NC(=S)NCc2cccn2C)c1
    -0.12	-1	-4.9	-0.3	1	·	1	-13	-6
- Cc1c(Cl)cccc1NC(=S)NCc1ccco1
    0.012	0	-9.1	-0.4	25	24	7	3	2
- NS(=O)(=O)c1cccc(NC(=O)COC(=O)C2CCN(S(=O)(=O)c3cccs3)CC2)c1
    -0.025	-6	2.1	0.8	4	3	6	-6	5

Grouped by structure: those above containing a COOH group (3)
Screens in order: Cl transport mod	thrombin 1536	TNF death inh	L929 necroptosis	Hck Nef HTS	Rad51 HR inh	FXIIa inh	KLK5 inh	FXIa inh 1536
- CC(C)(C)C1CCc2c(C(=O)NNC(=O)/C=C/C(=O)O)csc2C1 (stereo not drawn)
    -0.012	-10	1.8	3.0	3	10	7	-10	-7
- CC(C)(C)OC(=O)NCCCC[C@@H](C(=O)N1CCN(C(=O)OC(C)(C)C)CC1)n1cc(CCC(=O)O)nn1
    1.2	-4	0.7	0.8	-9	7	3	-4	-4
- CC1(C)CC(=O)C(C=Nc2ccccc2C(=O)O)=C(O)C1
    1.1	0	-0.3	-0.1	0	-8	13	12	1
